PAFAH1B2 FP inh – PAFAH1B2 enzyme inhibitors, primary screen, biochemical, fluorescence polarization, human. Platelet-activating factor acetylhydrolase IB subunit alpha2 (Homo sapiens), P68402. recombinant PAFAH1B2, FP-rhodamine activity probe. inhibition, % at 3.39 µM. actives 1.2% (n = 340,000). AID 492953, 2010;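 active = inhibition above the mean of all tested compounds plus 3 SD, cut at about 24% in these data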;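 also: 0% = enzyme with DMSO and 100% = wells lacking PAFAH1B2; many of its hits are not listed in these tables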
Target sequence (P68402 whole entry, looked up): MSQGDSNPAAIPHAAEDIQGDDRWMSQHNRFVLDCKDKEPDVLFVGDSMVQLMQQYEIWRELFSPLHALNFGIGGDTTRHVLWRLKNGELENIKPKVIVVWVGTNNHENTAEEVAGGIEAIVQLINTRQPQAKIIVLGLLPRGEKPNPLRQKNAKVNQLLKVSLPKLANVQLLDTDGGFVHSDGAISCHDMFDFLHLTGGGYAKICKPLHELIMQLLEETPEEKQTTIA
PAFAH1B3 FP inh – PAFAH1B3 enzyme inhibitors, primary screen, biochemical, fluorescence polarization, human; recombinant PAFAH1B3, FP-rhodamine probe; inhibition, % at 3.39 µM; actives 0.28% (n = 340,000); AID 492972, 2010;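 active = inhibition above the screen-wide average of all tested compounds plus 3 SD, cut at about 25% in these data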;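 also: 0% = enzyme with DMSO only and 100% = wells lacking PAFAH1B3 protein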
Target sequence (Q15102 whole entry, looked up): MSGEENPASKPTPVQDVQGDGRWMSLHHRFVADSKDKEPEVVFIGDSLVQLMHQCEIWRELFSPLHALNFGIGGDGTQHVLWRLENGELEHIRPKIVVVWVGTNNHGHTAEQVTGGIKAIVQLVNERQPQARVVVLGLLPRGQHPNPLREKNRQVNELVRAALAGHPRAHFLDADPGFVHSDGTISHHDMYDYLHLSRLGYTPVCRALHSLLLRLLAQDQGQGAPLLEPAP
PAFAH2 FP inh – PAFAH2 enzyme inhibitors, primary screen, biochemical, fluorescence polarization, human | actives 0.99% (n = 340,000) | inhibition, % at 3.39 µM | recombinant PAFAH2, FP-rhodamine activity probe | Platelet-activating factor acetylhydrolase 2, cytoplasmic (Homo sapiens), Q99487 | AID 492956, 2010;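 active = inhibition above the mean over all tested compounds plus 3 SD, cut at about 30% in these data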;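 also: inhibitors block probe labeling of enzyme so polarization drops; 0% = enzyme with DMSO and 100% = wells lacking PAFAH2 protein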
An asterisk follows results filed as active.

SMILES | PAFAH1B2 FP inh | PAFAH1B3 FP inh | PAFAH2 FP inh
COC(=O)CCNC(=O)Cc1ccc(S(=O)(=O)N2CCCCC2)s1 | 5 | -5 | 8
CC(=O)C(C(c1ccccc1)N1CCCc2ccccc21)N1CCOCC1 (stereo not drawn) | 2 | 13 | 2
COC(=O)c1cc(CNC(=O)CCCSc2ccccc2)ccc1OC | 5 | 7 | -4
OC(COc1ccccc1)CN1CCN(c2ccccc2)CC1 (stereo not drawn) | -2 | 8 | -1
COc1cc(S(=O)(=O)Nc2ccccc2C(=O)N2CCCC2)ccc1NC(C)=O | 5 | 1 | 3
O=C(NNc1nc(N2CCCC2)nc(N2CCCC2)n1)c1ccccc1 | 3 | 1 | 8
O=C(Cc1ccc(NC(=O)C2CCN(C(=O)C3CCC3)CC2)cc1)Nc1ccc(C(=O)N2CCOCC2)cc1 | 2 | 1 | 1
COc1ccc(S(=O)(=O)N2CCOCC2)cc1NC(=O)CCOc1ccc(C(C)(C)C)cc1 | -5 | 1 | 0
Cc1[nH]c2ccccc2c1C1=CC(=O)C=CC1=O | 2 | 12 | 13
CC(=NNC(=O)C(C)SC(C)C(=O)NN=C(C)c1cccnc1)c1cccnc1 (stereo not drawn) | -2 | 6 | 9

Limited to PAFAH1B3 FP inh, for 3 of the compounds above:
mol	PAFAH1B3 FP inh
COc1ccc(S(=O)(=O)N2CCOCC2)cc1NC(=O)CCOc1ccc(C(C)(C)C)cc1	1
Cc1[nH]c2ccccc2c1C1=CC(=O)C=CC1=O	12
CC(=NNC(=O)C(C)SC(C)C(=O)NN=C(C)c1cccnc1)c1cccnc1 (stereo not drawn)	6

The list continues.
SMILES | PAFAH1B2 FP inh | PAFAH1B3 FP inh | PAFAH2 FP inh
O=C(O)/C=C/C(=O)Nc1cccc2c1-c1ccccc1C2=O | -3 | 10 | 0
CN(CC(=O)Nc1ccc(F)cc1)C(=O)c1ccc(OCc2ccccc2)cc1 | 8 | -2 | 1
CCOCCN1CCN(c2c3c(nc4cc(-c5ccc(F)cc5)nn24)CCC3)CC1 | -2 | 6 | 0
O=C(Nc1ccc(N2CCOCC2)c(S(=O)(=O)Nc2ccccc2Cl)c1)c1ccc(=O)[nH]n1 | 0 | 10 | 15
O=C(Nc1ccccc1F)N1CCc2ccccc2C1 | 4 | 9 | 7
COCCNC(=O)c1ccc(C2SCC(=O)N2CCc2ccccc2)cc1 (stereo not drawn) | 6 | 3 | 1
CN1/C(=C/c2cc[n+](C)c3ccccc23)C=Cc2ccccc21 | -4 | -13 | -6
Cc1ccccc1-n1ncc(C(C)NS(=O)(=O)c2ccccc2Cl)c1C (stereo not drawn) | -4 | 12 | -4
COc1cccc(N2CCN(S(=O)(=O)c3ccc4ccccc4c3)CC2)c1 | 5 | 4 | 3
COCCN(CCOC)S(=O)(=O)c1ccc(C(=O)Nc2ccncc2)cc1 | 4 | 11 | -5
O=C(NCCCCc1ccccc1)c1cccc(NC(=O)C2CCCC2)c1 | 11 | 10 | -10
CC(C)C[C@H]1CNC(=S)N1CC1CCCN1C[C@H](CC(C)C)N1C[C@H](CC(C)C)N(CCc2ccccc2)C1=S (stereo partly drawn) | 6 | 10 | 7
Nc1cc(N)nc(SCC(=O)NC2CCCCCCC2)n1 | 7 | 4 | 1
O=C(CSc1nc2ccc([N+](=O)[O-])cc2s1)c1ccc2ccccc2c1 | 1 | -1 | -1
Cc1ccc(S(=O)(=O)/N=C2\C=C(NS(=O)(=O)c3ccccc3)C(=O)c3ccccc32)c(C)c1 | 1 | -10 | 20
CC1c2ccccc2N(S(=O)(=O)c2ccccc2)C1C (stereo not drawn) | 6 | 5 | 8
CCOC(=O)C1CCCN(C(=O)COc2ccc(C(=O)c3ccccc3)cc2)C1 (stereo not drawn) | -1 | 3 | 5
COc1ccc(/C=N/n2c(=O)[nH]c3c([nH]c4ccc(C)cc43)c2=O)cc1CN1CCOCC1 | 3 | -1 | -4
CC(Nc1ccc(Br)cn1)c1cc(Cl)ccc1O (stereo not drawn) | -1 | 4 | 4
CCOC(=O)c1sc(NC(=O)CCCCCN2C(=O)c3cccc4cccc(c34)C2=O)nc1C | -4 | 10 | 0
[NH-]c1ncnc2c1N=C[N+]2=CC=CCO | 3 | 3 | -6
O=[N+]([O-])/C(Cl)=C(/NCCO)C(Cl)=C(Cl)Cl | 3 | 14 | 1
Cc1cc(=O)n2cn[nH]c2n1 | 9 | 2 | 2
CCOc1ccc(OCC(=O)Nc2cccc(S(=O)(=O)NC3=NCCC3)c2)cc1 | -2 | 3 | 6
C=CCOC(=O)N1CCC2CC1c1cc(-c3cccc(C)c3)ccc12 (stereo not drawn) | 6 | -1 | -6
CCOc1ccc(C=NN2CCCCCC2)cc1OCC | 2 | -3 | 5
CN(Cc1ccccc1)C(=O)c1ccc(NC(=O)Cc2ccc(NC(=O)C3CCCN(C(=O)C4CCC4)C3)cc2)cc1 (stereo not drawn) | -7 | 4 | -1
O=C(Nc1cccc2ncccc12)c1ccccc1F | -6 | 1 | 3
O=C(CCS(=O)(=O)c1cc(Br)cc2c1N(C(=O)C1CC1)CC2)NCc1ccco1 | 4 | 6 | 5
CCN1C[C@@H]2[C@@H]3C(=O)N(C)C(=O)[C@@H]3[C@](Cc3ccccc3)(C1=O)N2C(=O)c1ccc(Br)cc1 | 5 | 5 | 5
O=C(Nc1ccc(Cl)cn1)c1ccc([N+](=O)[O-])o1 | 2 | -1 | 3
O=C(Nc1ccc(F)c(Cl)c1)c1ccccc1NC(=O)C1CCCCC1C(=O)O (stereo not drawn) | 3 | 4 | 1
COc1ccc(NC(C)=O)c([N+](=O)[O-])c1[N+](=O)[O-] | -2 | 5 | 4
Cc1cc(C(=O)CCC(=O)N(C)CC(=O)Nc2ccc(OC(F)(F)F)cc2)c(C)s1 | 0 | 5 | 0
Cn1c(SCc2ccc(F)cc2)nnc1-c1ccncc1 | 6 | 14 | -1
COc1ccc(/C=N\NC(=O)c2ccc(F)cc2)cc1COc1cc(F)ccc1[N+](=O)[O-] | -10 | -8 | -32
CCCN1CC(=O)N2C(c3ccccc3)c3[nH]c4ccccc4c3C[C@H]2C1=O (stereo partly drawn) | 2 | 4 | 2
Cc1ccc2nc(-c3ccc(NC(=O)COC(=O)c4cncc(Br)c4)cc3)sc2c1 | -1 | 4 | -2
Cc1cccc(NC(=O)c2ccc3c(c2)OCCO3)c1 | 5 | 3 | 9
Cc1ccc(S(=O)(=O)N2CCOCC2)cc1C(=O)N1CCN(c2ncccn2)CC1 | 3 | -4 | 5
Cc1cc(C(=O)N/N=C/c2ccc(O)c(O)c2O)c(C)n1-c1ccccc1 | -3 | 8 | 7
CC1(C)Cc2c(cnn2-c2cccc(F)c2)C(NC(=O)c2ccc[n+]([O-])c2)C1 (stereo not drawn) | 3 | 10 | -3
COc1ccc(NS(=O)(=O)c2cc(NS(=O)(=O)c3cccs3)ccc2C)cc1 | 0 | 8 | 11
CCN(CC)CCNC(=O)c1ccc2c(c1)NC(=O)c1ccccc1S2 | -2 | 8 | 4
N#CC1(C(N)=O)OC12CCS(=O)(=O)c1ccccc12 (stereo not drawn) | 3 | 12 | -7
COC1OCC(O)C(OC(=O)c2ccccc2)C1OC(=O)c1ccccc1 (stereo not drawn) | 1 | 9 | 3
Nc1nc2ccc(Br)cc2o1 | 19 | 2 | -8
Cc1ccc(S(=O)(=O)NCCC(=O)NNC(=O)c2ccccc2Cl)cc1C | 2 | 4 | -3
CC[N+]1(C)CC2CCC(C)(C1)C2(C)C (stereo not drawn) | 4 | 0 | 9
CCN(CC)C(=O)COC(=O)c1cc(-c2ccco2)nc2ccccc12 | 3 | 8 | 17

Shown in markdown: entries from further up.
| Molecule | PAFAH1B2 FP inh | PAFAH1B3 FP inh | PAFAH2 FP inh |
| --- | --- | --- | --- |
| CC1(C)Cc2c(cnn2-c2cccc(F)c2)C(NC(=O)c2ccc[n+]([O-])c2)C1 (stereo not drawn) | 3 | 10 | -3 |
| COc1ccc(NS(=O)(=O)c2cc(NS(=O)(=O)c3cccs3)ccc2C)cc1 | 0 | 8 | 11 |
| CCN(CC)CCNC(=O)c1ccc2c(c1)NC(=O)c1ccccc1S2 | -2 | 8 | 4 |
| N#CC1(C(N)=O)OC12CCS(=O)(=O)c1ccccc12 (stereo not drawn) | 3 | 12 | -7 |
| COC1OCC(O)C(OC(=O)c2ccccc2)C1OC(=O)c1ccccc1 (stereo not drawn) | 1 | 9 | 3 |
| Nc1nc2ccc(Br)cc2o1 | 19 | 2 | -8 |

Additional compounds follow.
SMILES | PAFAH1B2 FP inh | PAFAH1B3 FP inh | PAFAH2 FP inh
Nn1cnnc1N/N=C/c1cccc(Cl)c1Cl | -3 | 8 | -4
Cc1c(C(=O)Nc2ccccc2N2CCN(C)CC2)oc2ccc(F)cc12 | 3 | 1 | -5
COC(=O)/C(C#N)=C/c1c(N2CCCCCC2)nc2c(C)cccn2c1=O | 3 | 12 | 0
Cc1cc(Cl)n2c(nc3cc(F)c(F)cc32)c1C#N | -2 | 0 | 10
CCc1ccccc1NC(=O)N1CCc2ccccc2C1 | 8 | 7 | -1
O=C(c1ccccc1)C(Nc1cccc([N+](=O)[O-])c1)c1ccccc1 (stereo not drawn) | -3 | 2 | 1
Cc1ccc(S(=O)(=O)OCC(=O)Nc2ccc(C(=O)O)c(O)c2)cc1 | 5 | 19 | 6
Cc1cc(OCC(=O)NNC(=S)NC(=O)c2cccs2)ccc1Cl | 16 | 1 | 23
CCN1CCN(c2nc3c(c(=O)[nH]c(=O)n3C)n2Cc2ccccc2)CC1 | -3 | 1 | 0
CNc1ccc(C=C2C=Cc3ccccc32)cc1 | 5 | 9 | 5

Compound profiles, from the list above. Screens in order: PAFAH1B2 FP inh	PAFAH1B3 FP inh	PAFAH2 FP inh
Cc1c(C(=O)Nc2ccccc2N2CCN(C)CC2)oc2ccc(F)cc12 is listed with 3	1	-5
O=C(c1ccccc1)C(Nc1cccc([N+](=O)[O-])c1)c1ccccc1 (stereo not drawn) is listed with -3	2	1

(next part)
SMILES | PAFAH1B2 FP inh | PAFAH1B3 FP inh | PAFAH2 FP inh
COc1ccc(CCN(C)C(=O)c2cccc(S(=O)(=O)N3CCN(c4ccc(F)cc4)CC3)c2)cc1OC | 2 | 5 | 0
C=CCN1CCOc2ccc(C)cc2S1(=O)=O | 5 | 8 | -2
COc1ccc(N(C)S(=O)(=O)c2cccc(C(=O)NCC3CCCCC3)c2)cc1 | 6 | -8 | 3
CCOc1ccc(NC(=O)CN(C)C(=O)c2cccc(S(=O)(=O)N3CCCC3)c2)cc1OCC | -3 | -1 | -3
COC(=O)c1ccccc1CC1Cc2cc3c(cc2C1=O)CCC3 (stereo not drawn) | 3 | 0 | 5
C=CC(=O)Nc1ccc(Nc2ccnc(Nc3ccc(N4CCN(C)CC4)cc3)n2)cc1 | 1 | 4 | -4
O=C(NCCCc1ccccc1)c1cccc(NC(=O)C2CC2)c1 | 8 | 10 | -3
O=C(CSc1ncn[nH]1)N1N=C2/C(=C\c3ccco3)CCCC2C1c1ccco1 (stereo not drawn) | 0 | 3 | 0
Cc1ccc2c(Cl)c(C)c(N3CCOCC3)nc2n1 | 0 | -5 | 1
CSc1cnnc2ccccc12 | 0 | 9 | 12
COC(=O)c1ccccc1S(=O)(=O)NNC(=O)C1COc2ccccc2O1 (stereo not drawn) | 1 | 6 | 0
O=C(O)CC/C(=C\c1ccc(N2CCOCC2)c([N+](=O)[O-])c1)c1nc2ccccc2s1 | 92* | 0 | 2
CCCN(CC(=O)Nc1ccccc1C)C(=O)CCCNC(=O)c1ccc(Cl)cc1 | 4 | 8 | 2
CCN(CC(=O)NCc1ccc(F)cc1)C(=O)C1CCN(S(=O)(=O)c2ccc(C(C)C)cc2)CC1 | -2 | -2 | 5
CCCCn1nc(C(=O)N(CC(C)C)c2c(N)n(CCCC)c(=O)[nH]c2=O)c2ccccc2c1=O | 6 | 8 | 6
O=C(O)c1ccccc1C(=O)N1CCN(Cc2ccc3c(c2)OCO3)CC1 | 6 | 2 | 3
O=C(Cc1ccc(NC(=O)C2CCN(C(=O)c3ccccc3)CC2)cc1)Nc1cccc(C(=O)N2CCCCC2)c1 | 1 | 4 | -5
Cc1ccc(-c2ccc(/C=C(\C#N)C(N)=S)o2)c([N+](=O)[O-])c1 | 4 | 4 | 21
O=C(Nc1ccc(O)c2c(=O)cc(-c3ccccc3Cl)oc12)c1ccc(F)cc1 | 0 | -5 | -6
O=C1CCN(Cc2ccccc2)C(=S)N1 | 23 | 5 | -2
CC1CC(=O)NC(=O)N1Cc1ccccc1 (stereo not drawn) | 1 | 9 | 2
CCCCN(CC)C(=O)c1cc2c(=O)[nH]c3ccc(C)cc3c2s1 | 1 | 10 | 0
CC[n+]1c(C=C2C=C(C)OC(C)=C2)sc2ccccc21 | 4 | 10 | 1

Source: PubChem

Only part of the results is shown. The share of hits here may be higher or lower than overall.
